C2C12 statin: protects C2C12 myotubes from simvastatin toxicity; ATP luminescence, 48 h; scaled: DMSO 0, geranylgeraniol control 100; rescue of ATP level, % at 7.49 µM; 330,000 tested, 0.78% active; AID 602340;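 active means mean ATP rescue above about 67%, or every replicate alone reaching that limit, limit read from the data, passing the limit was not always enough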;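 further: myotubes were challenged with 10 µM simvastatin during compound exposure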
Cneo AK release: causes C. neoformans cell lysis | adenylate kinase release luminescence, 4 h; normalised: neutral wells 0, clomiphene wells 100 | lysis activity, % at 15 µM | 360,000 tested, 0.2% active | AID 651654;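 active means mean lysis activity across replicates of at least 80%, whatever share of replicates individually reach that level; inactive means mean lysis activity below 80%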
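Assay system: log-phase C. neoformans yeast / Quantity: yeast cell density of 5 × 10^6 cells/mL / Medium: fresh YPD growth medium / Compound: single dose / Timing: static 4 h at 37 °C with compound, 1 h detection / Measured by: adenylate kinase release luminescence / Read-out: lysis from increased AK signal / Benchmarks: Clomiphene as positive lysis control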
SIRT5 block: inhibitors of human sirtuin-5 desuccinylase; 330,000 tested, 1.1% active; inhibition, % at 15 µM; AID 652115; Purified SirT5, succinyl-peptide AMC, trypsin-coupled fluorescence; in the data active means inhibition above about 15%
S100A4 MyoIIA: inhibitors of human S100A4 binding to myosin IIA peptide; P26447; S100A4/TAMRA-MyoIIA peptide fluorescence polarization; inhibition, % at 10.7 µM; 360,000 tested, 0.14% active;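 active means mean inhibition of at least 70% across replicates, with every replicate also reaching that level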
Target sequence (P26447 whole entry, looked up): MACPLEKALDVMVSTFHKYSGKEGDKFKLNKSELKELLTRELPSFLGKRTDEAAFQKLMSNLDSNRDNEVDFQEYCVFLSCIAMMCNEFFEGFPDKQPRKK
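Compound dosing: one dose per compound; test system: human S100A4 monomer with TAMRA-labelled myosin IIA peptide; probe or stimulus: TAMRA-labelled myosin IIA heavy-chain peptide probe, 5 nM; medium: HEPES buffer with Ca2+, pH 7.2; schedule: 5 min incubation before reading; benchmarks: neutral control DMSO, positive control TFP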
PGC1a acetyl inh: modulators of PGC1a acetylation; 350,000 tested, 0.17% active; U2OS PGC1a acetylation, AlphaScreen anti-acetyl-lysine; with virally co-expressed GCN5 acetyltransferase; inhibition, % at 15.6 µM;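 active means every replicate shows inhibition of at least 40%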;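 further: 0% = neutral control wells and 100% = positive control wells; some results beyond the cut were filed as inactive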
LGR2 inh: inhibitors of bursicon-induced Drosophila LGR2 receptor cAMP signaling; inhibition, % at 9.99 µM; 380,000 tested, 0.35% active; AID 720647; HEK293 LGR2, CRE-luciferase, bursicon-stimulated, 4 h;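 active means drop in luminescence signal, shown as inhibition above about 50% in the replicate tests, limit read from the data, passing the limit was not always enough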;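 further: agonist challenge used bursicon conditioned medium at about half maximal strength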
ERAP1 HTS inh: blocks human ERAP1 aminopeptidase activity; inhibition, % at 10.7 µM; recombinant ERAP1, Leu-AMC fluorescence, 60 min; AID 652197; 340,000 tested, 0.15% active;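 active means mean replicate inhibition of at least 30%, or all replicates individually reaching that 30% level; inactive means mean below 30% and not every replicate reaching it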;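 further: 0% = neutral control wells and 100% = L-leucinethiol positive control wells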
Target sequence (Q9NZ08 whole entry, looked up): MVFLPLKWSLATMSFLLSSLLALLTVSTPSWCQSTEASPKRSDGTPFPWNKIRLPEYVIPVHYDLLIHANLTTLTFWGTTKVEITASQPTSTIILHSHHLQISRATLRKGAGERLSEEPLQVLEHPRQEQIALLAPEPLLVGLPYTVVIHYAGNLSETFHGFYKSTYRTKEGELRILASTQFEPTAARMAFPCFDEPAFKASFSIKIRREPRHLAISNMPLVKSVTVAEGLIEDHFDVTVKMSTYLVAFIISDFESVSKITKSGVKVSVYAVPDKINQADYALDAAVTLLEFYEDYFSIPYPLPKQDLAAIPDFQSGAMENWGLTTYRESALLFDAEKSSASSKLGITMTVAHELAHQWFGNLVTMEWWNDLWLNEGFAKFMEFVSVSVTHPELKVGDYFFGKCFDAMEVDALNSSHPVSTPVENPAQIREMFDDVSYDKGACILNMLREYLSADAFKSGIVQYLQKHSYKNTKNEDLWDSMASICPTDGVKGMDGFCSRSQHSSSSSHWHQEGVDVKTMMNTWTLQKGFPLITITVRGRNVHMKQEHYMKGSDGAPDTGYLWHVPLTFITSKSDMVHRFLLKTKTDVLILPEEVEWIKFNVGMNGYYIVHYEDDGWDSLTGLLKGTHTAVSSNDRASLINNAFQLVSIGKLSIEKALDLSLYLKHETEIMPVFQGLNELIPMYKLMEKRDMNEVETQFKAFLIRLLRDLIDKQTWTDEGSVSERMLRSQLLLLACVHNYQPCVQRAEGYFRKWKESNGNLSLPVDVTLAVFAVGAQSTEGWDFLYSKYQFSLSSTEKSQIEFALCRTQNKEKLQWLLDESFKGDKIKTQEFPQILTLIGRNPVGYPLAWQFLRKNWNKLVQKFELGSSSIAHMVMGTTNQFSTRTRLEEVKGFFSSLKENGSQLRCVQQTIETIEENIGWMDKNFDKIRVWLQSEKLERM
XiGFP reactiv: X-chromosome reactivation activator | XiGFP mouse fibroblasts, % GFP-positive cells imaging, 3 d; cells co-treated with 5-aza-dC sensitizer; scaled so ellipticine positive control = 100% | 360,000 tested, 0.055% active | activation, % at 7.58 µM;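 active means mean normalized replicate activation at least 10% and every replicate at or above 10%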;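 further: 0% = median of on-plate neutral control wells and 100% = ellipticine 6 µM median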
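Assay system – SV40-immortalized XiGFP fibroblast cells, line 68-5-11 · Buffer or medium – DMEM supplemented with 5-aza-dC as sensitizing agent · Dosing – one concentration, pinned · Benchmarks – positive control ellipticine, 6 µM final · Times – 3 days compound exposure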
* hit, by the source's call; nt = not tested or not shown; & = joins results of further samples.

nr	SMILES	C2C12 statin	Cneo AK release	SIRT5 block	S100A4 MyoIIA	PGC1a acetyl inh	LGR2 inh	ERAP1 HTS inh	XiGFP reactiv
1	COc1cccc(/C=C/C(=O)OCC(=O)c2cc(C)n(CC3CCCO3)c2C)c1OC (stereo unspecified)	nt	nt	-3	3	nt	5	11	0.4
2	CCCn1c(=O)c(C(=O)NCc2ccccc2OC)c(O)c2ccccc21	-2	0	-2	-2	8	21	0	-0.1
3	COc1cc(/C=N\NC(=O)CNC(=O)C(c2ccccc2)c2ccccc2)ccc1O	nt	nt	-6	2	6	-5	-3	-0.1
4	C[C@@H]1CN([C@@H](C)CO)C(=O)c2cccc(NC(=O)Nc3ccc(C(F)(F)F)cc3)c2O[C@@H]1CN(C)S(=O)(=O)c1cn(C)cn1	-6	-2	-7	25	4	-6	1	0.3
5	Cc1cc(-c2nn(-c3ccccc3F)cc2CN2CCN(c3ccncc3)CC2)c(C)s1	4	2	-3	-18	nt	6	3	0.1
6	O=C(C[C@@H]1C=C[C@@H](NC(=O)NC2CCCCC2)[C@@H](CO)O1)NCc1ccc(F)cc1	-4	0	0	-14	-2	14	0	0.2
7	Cc1ccc(S(=O)(=O)NCC(=O)OCc2ccccc2Br)cc1	-3	nt	3	6	-6	nt	3	0.0
8	CNC(=O)C[C@@H]1CC[C@@H]2[C@H](COc3ccc(NC(=O)c4cccc(F)c4)cc3C(=O)N2C)O1	-2&-6	-1&-5	1&8	18&0	-6&3	-14&-14	-1&0	1.0&0.1
9	CCOc1ccc(N(CC(=O)NCc2ccccc2)S(=O)(=O)c2ccc(C)cc2)cc1	9	-2	-1	-7	-6	9	0	0.3
10	Cc1nc2cc(C(F)(F)F)ccc2n1CCNc1nc(-c2ccc([N+](=O)[O-])c(Cl)c2)cs1	-4	0	-1	1	-3	5	-2	0.1
11	CC1(C(=O)NS(=O)(=O)c2ccccc2Cl)CCN1C(=O)c1cccc2ccccc12 (stereo unspecified)	-5	-5	2	0	nt	26	-1	0.1
12	CC(C)OCC1CC(CC(=O)NC(=S)Nc2cccc([N+](=O)[O-])c2)C(=O)O1 (stereo unspecified)	-123	8	2	6	-2	5	-4	nt
13	Cc1ccc(S(=O)(=O)Nc2ccc3c(c2)C(=O)N([C@@H](C)CO)C[C@@H](C)[C@H](CN(C)C)OCCCC[C@H](C)O3)cc1	37	4	6	8	13	1	2	0.0
14	O=S(=O)(NCC[C@@H]1CC[C@H](NS(=O)(=O)c2ccccc2Cl)[C@H](CO)O1)c1ccc(F)cc1	6	50	4	-5	-8	8	1	0.5
15	O=C(C1CCOCC1)N1CC[C@@H]2[C@H](CO)Nc3ccc(Br)cc3[C@@H]21	19	-12	8	68	10	-5	-1	0.1
16	O=C(NC(=S)N1CCN(C/C=C/c2ccccc2)CC1)c1ccc(Cl)nc1	-17	5	0	-2	3	3	-3	0.1
17	CCOC(=O)/C(C#N)=C/NC(=O)NC(C)(C)C	-12	0	-1	2	-5	4	-1	nt
18	COCC(=O)N(C)C[C@@H]1Oc2cc(-c3ccncc3)ccc2S(=O)(=O)N([C@H](C)CO)C[C@@H]1C	10	-2	0	4	10	3	0	-0.7
19	C[C@@H]1CN([C@@H](C)CO)S(=O)(=O)c2ccc(-c3cncnc3)cc2O[C@H]1CN(C)C(=O)CN(C)C	-2	0	0	2	-1	4	0	-1.0
20	COc1ccc(C(CNC(=O)c2ccc(N3CCCC3=O)cc2)N(C)C)cc1 (stereo unspecified)	84*	-3	nt	nt	5	6	nt	nt
21	O=C(C[C@H]1C=C[C@H](NC(=O)Nc2ccccc2F)[C@@H](CO)O1)NCc1ccc(Cl)cc1	3	-1	-7	-27	0	5	5	-0.4
22	O=C(Nc1ccccc1C(=O)NCc1ccccc1)c1ccccc1	17	14	nt	nt	2	17	nt	nt
23	O=C(Oc1cc(=O)oc2ccccc12)c1ccccc1	-55	-1	2	-1	5	2	0	nt
24	COc1ccc(C(O)c2nc(-c3cccc(C(C)C)c3)cs2)cc1 (stereo unspecified)	10	2	-2	1	-8	6	-3	0.2
25	O=C(Cc1cccs1)N=Nc1c(O)[nH]c2ccc(Br)cc12	nt	-1	-4	-1	4	0	15	-0.1
26	O=C(CCc1nc(-c2cccs2)no1)NCc1ccc(F)cc1Cl	4	1	2	-4	-15	-6	-4	0.0
27	Cc1ccc(OCCn2cc(C(=O)O)c3ccccc32)cc1	2	2	-2	2	-3	12	3	0.0
28	CC(C)(C)NC(=O)COc1ccc(CNCc2cccnc2)cc1	nt	nt	-1	6	5	-17	3	0.1
29	COc1ccc2c3c([nH]c2c1)[C@H](CO)N(C(C)=O)CC31CN(C(=O)CN2CCOCC2)C1	nt	nt	-2	-1	2	-1	3	0.0
30	Cc1nc2cc(Cl)c(Cl)cc2n1CCCO	nt	0	-2	10	6	18	-1	-0.1
31	CCn1c(C)c(C)c2cc(C(=O)NCCCN3CCCCCC3)ccc21	-6	-7	-3	-41	-25	5	-3	0.1
32	N#C/C(=C/c1cccc([N+](=O)[O-])c1)C(=O)Nc1ccccc1O	19	0	-5	-1	-11	-19	1	0.1
33	O=C(C[C@H]1C[C@H]2c3cc(NC(=O)Nc4ccc(F)cc4)ccc3O[C@H]2[C@H](CO)O1)NC1CCCCC1	3	1	2	nt	-2	6	nt	-0.1
34	C[C@H](NS(=O)(=O)c1ccc(Cl)cc1)C(=O)OCC(=O)NCCc1ccc(S(N)(=O)=O)cc1	4	1	-4	-1	6	-8	6	0.0
35	O=C(C[C@H]1CC[C@@H]2[C@H](COC[C@H](O)CN2C(=O)c2ccccc2F)O1)N1CCOCC1	-11	3	-5	8	-3	19	-3	-0.1
36	Cc1cc(NC(=O)Cn2cc([N+](=O)[O-])cn2)n(Cc2ccc(F)cc2)n1	nt	nt	-2	-3	nt	-25	1	0.0
37	O=C(O)CC(C(=O)Nc1ccc(Cl)c(Cl)c1)C1CCCO1 (stereo unspecified)	2	-4	-1	-3	3	13	7	nt
38	O=c1[nH]c2ccccc2[nH]c1=O	7	-6	-2	-5	0	9	nt	0.0
39	CCOc1ncccc1C(=O)OCC(=O)Nc1ccc(C)c(S(=O)(=O)N(C)C)c1	1	2	-1	6	5	-4	-1	-0.8
40	CCn1cc(/C=C(\NC(=O)c2ccc(C)cc2)C(=O)NCCCN2CCOCC2)c2ccccc21	-6	2	0	-8	6	-8	-5	0.0
41	Cc1cc(C)nc(NS(=O)(=O)c2ccc(NS(=O)(=O)c3ccsc3)cc2)n1	13	-4	-1	-15	2	5	-3	1.3
42	CC1Oc2ccccc2N(CC(=O)N2CCCCCC2)C1=O (stereo unspecified)	8	0	-1	-2	-2	-1	-4	0.3
43	COc1ccc(CN(C)C[C@H]2OCCCC[C@@H](C)Oc3ccc(NS(=O)(=O)c4cccs4)cc3C(=O)N([C@H](C)CO)C[C@H]2C)cc1	nt	57	5	-17	21	-11	-37	0.1
44	CC(=O)CC(=O)O[C@@H]1C=C[C@H](NC(=O)OC(C)(C)C)C1	nt	nt	nt	-3	nt	-5	15	0.0
45	Cc1ccc2nc(NC(=O)[C@H](C)N3C(=O)C4CC=CCC4C3=O)sc2c1 (stereo partly specified)	nt	nt	0	1	-9	-12	-2	0.0
46	COc1cc(CCC(=O)Nc2ccncc2Cl)cc(OC)c1OC	nt	1	-3	-2	2	-1	-3	-0.1
47	CC(C)CC1Nc2ncnc(N3CCOCC3)c2N(Cc2ccccc2)C1=O (stereo unspecified)	-7&9	3&1	-2&-1	-4&2	-3&5	8&-6	-3&-4	0.1&0.0
48	Nc1nc(-c2ccco2)nn1C(=O)CCc1ccccc1	113*	5	nt	nt	0	-11	nt	nt
49	CCOc1ccccc1NC(=O)N1CCCC1C(=O)NCc1cccs1 (stereo unspecified)	2	0	1	-2	nt	-2	3	0.4
50	Cc1cc(Br)ccc1NC(=O)CN(C)C(=O)c1cc(S(=O)(=O)N(C)C)ccc1N1CCCC1	-2	-2	-2	1	-10	1	-3	-0.1

Next section
nr	SMILES	C2C12 statin	Cneo AK release	SIRT5 block	S100A4 MyoIIA	PGC1a acetyl inh	LGR2 inh	ERAP1 HTS inh	XiGFP reactiv
51	CCCC(C(=O)N(C)CC(=O)Nc1ccc(N2CCOCC2)cc1)c1ccccc1 (stereo unspecified)	7	4	2	2	-6	12	-1	0.8
52	CC1CCCC(C)N1C(=O)COc1ccc(C(=O)N/N=C/c2ccc(C(=O)O)cc2)cc1 (stereo unspecified)	-4	0	0	-1	2	-15	-8	0.1
53	COc1ccc(-c2cc(-c3ccccc3)nc(N)n2)c(O)c1	nt	nt	-1	12	-47	-5	-5	0.1
54	Cc1cccc(C(=O)NNC(=O)c2ccco2)c1	nt	nt	2	6	nt	-1	-5	0.3
55	Cn1c(=O)c2c(ncn2CC(=O)NC[C@H]2O[C@@H](n3cnc4c(N)ncnc43)[C@H](O)[C@@H]2O)n(C)c1=O	14	8	-2	-2	4	12	-3	0.1
56	CCCNC(=O)C[C@@H]1CC[C@@H]2[C@@H](COc3ccc(NC(=O)c4ccc(Cl)cc4)cc3C(=O)N2C)O1	-2	-7	-4	7	5	14	1	0.2
57	Cn1cc([N+](=O)[O-])c(C(=O)Nc2ccn(C34CC5CC(CC(C5)C3)C4)n2)n1	nt	nt	-2	-7	nt	6	1	0.0
58	CC(C)(C)N(CC#CCC(O)(c1ccccc1)c1ccccc1)CCO	17	nt	-3	-1	-7	12	-2	0.1
59	Cc1nnsc1C(=O)NNS(=O)(=O)c1cc(C(F)(F)F)cc(C(F)(F)F)c1	5	nt	-3	6	6	-4	6	0.0
60	COC(=O)c1c(-c2ccc(C(C)(C)C)cc2)csc1NC(=O)C1C2CCC(O2)C1C(=O)O (stereo unspecified)	nt	-1	5	-5	7	-2	8	0.1
61	COc1ccc(NC2CCCN(C(=O)c3cccnc3)C2)cc1 (stereo unspecified)	4	-2	-2	-1	-4	9	0	0.0
62	COc1ccc(/C=N/N(c2ccccc2)c2ccccc2)cc1O	-3	-2	-2	-1	nt	-8	4	-0.1
63	C[C@@H]1CN([C@H](C)CO)C(=O)Cc2cc(N(C)C)ccc2O[C@@H]1CN(C)C(=O)Nc1ccc(F)cc1	3	-4	0	2	-7	15	0	-1.2
64	C[C@H]1CN([C@@H](C)CO)C(=O)Cc2cc(NC(=O)C3CCCCC3)ccc2O[C@H]1CN(C)S(=O)(=O)c1cccs1	-7	-2	-12	-11	11	8	1	0.0
65	COCCCNC(=S)Nc1ccccc1C	3	nt	-2	-16	-5	9	-4	0.4
66	C[C@@H]1CN([C@H](C)CO)S(=O)(=O)c2ccc(-c3cccnc3)cc2O[C@@H]1CN(C)C	3	0	2	-32	5	3	0	0.3
67	Cc1ccc(S(=O)(=O)N(C)C)cc1NC(=S)NNC(=O)C1CC1	nt	nt	-5	-1	nt	-1	2	0.0
68	CN(C)C1=NCCN1CC1CCCCC1	-4	2	nt	1	0	1	1	0.0

Two records picked at random from those above:
nr	SMILES	C2C12 statin	Cneo AK release	SIRT5 block	S100A4 MyoIIA	PGC1a acetyl inh	LGR2 inh	ERAP1 HTS inh	XiGFP reactiv
65	COCCCNC(=S)Nc1ccccc1C	3	nt	-2	-16	-5	9	-4	0.4
53	COc1ccc(-c2cc(-c3ccccc3)nc(N)n2)c(O)c1	nt	nt	-1	12	-47	-5	-5	0.1

Not all compounds are listed; rates above refer to the full screens.
